EBNA-1 inhibitor – blocks EBNA-1 binding to DNA; 0.34% of 300,000 active; AID 1950; inhibition, % at 14.8 µM; EBNA-1 DNA binding, fluorescence polarization; in the data active = inhibition above about 28%
PREPL inhibitor – human PREPL enzyme inhibition. Q4J6C6. recombinant PREPL, fluorescence polarization activity-based probe. inhibition, % at 5.96 µM. 0.68% of 320,000 active. AID 2751; in the data active = inhibition above about 43%;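 note: 0% = enzyme with DMSO and 100% = wells lacking enzyme; many of its hits are not listed in these tables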
PAFAH1B2 inh – inhibitors of human PAFAH1B2. inhibition, % at 3.39 µM. P68402. 1.2% of 340,000 active. recombinant PAFAH1B2, FP-rhodamine activity probe, fluorescence polarization;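 active = inhibition above the mean of all tested compounds plus 3 SD, cut at about 24% in these data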;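 note: 0% = enzyme with DMSO and 100% = wells lacking PAFAH1B2; many of its hits are not listed in these tables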
Target sequence (P68402 whole entry, looked up): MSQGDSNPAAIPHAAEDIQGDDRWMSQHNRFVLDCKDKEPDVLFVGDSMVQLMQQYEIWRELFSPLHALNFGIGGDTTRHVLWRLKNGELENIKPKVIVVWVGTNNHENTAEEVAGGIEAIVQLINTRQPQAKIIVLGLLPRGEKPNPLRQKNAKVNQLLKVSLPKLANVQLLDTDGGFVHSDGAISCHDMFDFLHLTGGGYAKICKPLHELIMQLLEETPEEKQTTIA
ZTA counter – blocks Epstein-Barr virus ZTA, an EBNA-1 counter-screen; 0.15% of 320,000 active; ZTA-DNA binding, fluorescence polarization; inhibition, % at 11 µM; in the data active = inhibition above about 33%
Target sequence (P03206 whole entry, looked up): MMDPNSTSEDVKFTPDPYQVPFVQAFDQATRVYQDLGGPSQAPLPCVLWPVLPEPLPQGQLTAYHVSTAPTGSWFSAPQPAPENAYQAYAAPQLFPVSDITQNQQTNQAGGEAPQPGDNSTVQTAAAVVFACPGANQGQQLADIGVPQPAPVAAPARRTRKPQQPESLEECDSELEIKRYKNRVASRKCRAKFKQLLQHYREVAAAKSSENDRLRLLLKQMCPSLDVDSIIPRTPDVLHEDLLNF
PAFAH1B3 inh – PAFAH1B3 (human) inhibition. inhibition, % at 3.39 µM. 0.28% of 340,000 active. recombinant PAFAH1B3, FP-rhodamine probe, fluorescence polarization;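 active = inhibition above the screen-wide average of all tested compounds plus 3 SD, cut at about 25% in these data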;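 note: 0% = enzyme with DMSO only and 100% = wells lacking PAFAH1B3 protein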
Target sequence (Q15102 whole entry, looked up): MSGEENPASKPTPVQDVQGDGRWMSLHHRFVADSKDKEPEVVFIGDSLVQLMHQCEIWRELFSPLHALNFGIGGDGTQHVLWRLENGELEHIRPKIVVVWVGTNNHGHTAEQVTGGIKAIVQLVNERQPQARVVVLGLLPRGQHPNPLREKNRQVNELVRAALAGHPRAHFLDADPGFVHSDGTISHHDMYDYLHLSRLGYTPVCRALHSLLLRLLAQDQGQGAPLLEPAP
LYPLA2 inh – blocks human lysophospholipase 2, a PME1 counter-screen. O95372. recombinant LYPLA2, FP-Rh probe fluorescence polarization. inhibition, % at 5.9 µM. 0.38% of 320,000 active;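 active = inhibition above the screen-wide mean plus 3 SD, limit set per campaign, cut at about 26% in these data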;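 note: 0% = LYPLA2 with DMSO and 100% = wells lacking LYPLA2 enzyme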
LYPLA1 counter – counter-screen for PME1 inhibitors: inhibitors of human LYPLA1. recombinant LYPLA1, FP-Rh probe fluorescence polarization. AID 2174. inhibition, % at 5.9 µM. 0.16% of 320,000 active;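 active = inhibition above the mean of all tested compounds plus 3 SD, set per campaign, cut at about 14% in these data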;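 note: inhibitors block serine hydrolase probe labeling of LYPLA1 so polarization falls; 0% = enzyme with DMSO and 100% = wells lacking LYPLA1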
Target sequence (O75608 whole entry, looked up): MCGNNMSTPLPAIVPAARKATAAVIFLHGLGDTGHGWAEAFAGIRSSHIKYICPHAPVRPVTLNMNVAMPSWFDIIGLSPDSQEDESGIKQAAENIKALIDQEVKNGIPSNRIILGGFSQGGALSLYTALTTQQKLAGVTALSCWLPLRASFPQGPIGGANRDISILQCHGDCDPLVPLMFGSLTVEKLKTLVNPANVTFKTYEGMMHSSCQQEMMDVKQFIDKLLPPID
pPAFAH inh – pPAFAH (human) enzyme inhibition; Q13093; recombinant pPAFAH, FP-rhodamine probe fluorescence polarization; inhibition, % at 3.39 µM; 1.5% of 330,000 active; AID 463082;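 active = inhibition above the mean inhibition across the screen plus 3 SD, cut at about 25% in these data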;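 note: inhibitors block binding of the rhodamine activity-based probe so polarization drops; 0% = enzyme with DMSO and 100% = wells lacking pPAFAH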
PAFAH2 FP inh – inhibitors of human PAFAH2 | Q99487 | recombinant PAFAH2, FP-rhodamine activity probe, fluorescence polarization | inhibition, % at 3.39 µM | 0.99% of 340,000 active;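 active = inhibition above the mean over all tested compounds plus 3 SD, cut at about 30% in these data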;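 note: inhibitors block probe labeling of enzyme so polarization drops; 0% = enzyme with DMSO and 100% = wells lacking PAFAH2 protein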
Numbers without * were called inactive; . = not tested or not shown.

SMILES	EBNA-1 inhibitor	PREPL inhibitor	PAFAH1B2 inh	ZTA counter	PAFAH1B3 inh	LYPLA2 inh	LYPLA1 counter	pPAFAH inh	PAFAH2 FP inh
Cc1ccccc1-n1c(Cn2c(=O)sc3ccccc32)nnc1SCC(=O)N1CCCC1	1	-5	8	-1	9	5	4	0	-5
CCCC(=O)Nc1ccccc1NC(=O)CCC	3	-1	-2	0	-2	-5	0	-5	18
CCC(=O)N1N=C(c2ccc(C)o2)CC1c1ccc(Br)cc1 (stereo not given)	-9	-10	5	-1	2	4	3	-1	1
Cc1ccc(NC(=O)COc2ncnc3c(Cl)cc(Cl)cc23)cc1[N+](=O)[O-]	-2	2	3	19	-7	5	-2	2	-7
COC(=O)c1ccc(NC(=O)CSc2nnc(-c3ccccc3Br)n2-c2ccccc2)cc1	-2	1	0	-12	2	-6	0	3	2
O=C(c1c[nH]c(C(=O)C(Cl)(Cl)Cl)c1)c1ccccc1F	-10	4	2	-11	4	10	4	3	4
C=CCN1C(=O)C2(/C(=C(\O)c3ccc4c(c3)OCCO4)C(=O)C(=O)N2CCCOC)c2ccccc21 (stereo not given)	1	13	1	5	0	0	0	-2	4
CC(C)NC(=O)C(=O)NCC(c1ccc2c(c1)OCO2)N1CCOCC1 (stereo not given)	4	3	4	-3	6	0	-2	4	0
COc1ccc(C2=NOC(C)(c3nnc(-c4ccccc4)o3)C2)cc1 (stereo not given)	-1	-12	5	-12	-8	19	3	7	-5
CCCOc1ccc(NC(=O)c2cc3cc(C)ccc3[nH]2)cc1	4	2	5	-12	8	-3	-1	3	0
COc1ccc(C(=O)/C=C/c2ccc(N3CCCCC3)c([N+](=O)[O-])c2)c(OC)c1	-4	4	7	5	10	0	2	8	0
CN(C)CCCn1c(NCc2ccc3c(c2)OCO3)nc2ccccc21	9	23	1	12	8	3	3	8	-2
CCN(CC)C(=O)c1cc([N+](=O)[O-])cc2c1-c1ccc([N+](=O)[O-])cc1C2=C(C#N)C#N	7	0	6	-3	9	-2	-2	9	8
COc1ccc(OC)c(S(=O)(=O)NCc2cn3c(C)csc3n2)c1	8	-5	6	4	9	3	-1	6	8
O=C(CSc1n[nH]c(=O)[nH]c1=O)N/N=C/C=C\c1ccccc1	-8	8	4	-9	3	3	2	-1	-1
O=C(O)CSC(=S)N1CCCCC1	10	0	4	10	8	3	2	5	1
CCOC(=O)Cc1csc(NC(=O)CSc2nc(C)cc(C)n2)n1	.	1	2	.	8	.	.	9	6
O=C(CCN1CCCCC1)NNC(=O)C12CC3CC(CC(C3)C1)C2	6	1	4	-5	3	-4	-3	-2	0
COc1ccc(C2CCCCCN2Cc2nc3ccccc3c(=O)n2CC(N)=O)cc1 (stereo not given)	10	2	4	-7	0	3	2	-3	-2
O=C(Cc1ccccc1)Nc1nnc(-c2ccco2)s1	2	-2	14	-6	5	-1	-2	7	8
Cc1cc(C)c(C)c(OCCCCN2CCCCC2)c1	-1	18	2	-20	3	8	1	-4	-1
CN(Cc1ccccc1)C(=O)c1ccc(NC(=O)Cc2cccc(NC(=O)C3CCCN(C(=O)C4CCC4)C3)c2)cc1 (stereo not given)	.	0	4	2	6	-4	-7	-5	-4
CC(=O)COc1coc(CN2CCN(c3ccc(F)cc3)CC2)cc1=O	-1	0	1	2	5	-1	-1	0	-6
O=C(Nc1ccccc1Cl)N1CCn2c(nc3ccccc32)C1	-4	-2	-2	4	-2	2	-1	3	-6
Cc1ccc(NC(=S)NNC(=O)c2cccc([N+](=O)[O-])c2)cc1Cl	8	12	25*	3	2	-3	1	21	19
O=C(O)CC12C[C@H]3C[C@@H](C1)CC(n1ncc(N4CCN(c5ccccc5)CC4)c(Cl)c1=O)(C3)C2	7	10	2	0	-5	7	2	2	2
O=C(CSC(=S)N1CCCCC1)c1c(F)cccc1F	-2	14	3	-9	5	-1	0	-5	-9
COc1ccc(C2C(C#N)=C(N)Oc3cc(C)[nH]c(=O)c32)c(OC)c1OC (stereo not given)	-8	5	-1	5	-2	-4	-3	-1	0
Cc1ccc(C)c(S(=O)(=O)N2CCCOC2CNC(=O)C(=O)NCCC2=CCCCC2)c1 (stereo not given)	0	9	18	19	4	-3	1	6	5
CCn1cc(/C=N\NC(=O)c2ccc3c(c2)c(C)c(C)n3Cc2ccccc2)c(C)n1	-11	9	1	3	7	-1	-2	11	-4
CCCCc1c(O)c2cccc3c2n(c1=O)CCC3	5	13	.	9	.	3	-1	-1	.
CCOc1ccc(C(=O)c2ccncc2)cc1	12	3	-2	7	-4	3	-1	3	3
Cn1c(SCc2ccc([N+](=O)[O-])cc2)nc2c(c1=O)SCC2	2	28	2	10	-1	9	-3	5	2
Cc1ccc(C(=O)NC2CCN(C(=O)Nc3ccccc3)CC2)cc1	-4	-4	3	11	7	3	3	2	-2
C[C@H]1CN([C@@H](C)CO)C(=O)Cc2cc(NC(=O)C3CC3)ccc2O[C@H]1CN(C)Cc1ccc(Oc2ccccc2)cc1	.	-6	4	.	-1	.	.	4	0
COc1ccccc1C1(CC(=O)Nc2nccs2)CCOC(C(C)C)C1 (stereo not given)	-5	4	-4	-8	8	-5	0	7	0
O=C(COC(=O)CCC(=O)c1ccc(F)cc1)NC1CCCCC1	.	6	3	.	3	.	.	20	5
O=S(=O)(c1ccccc1)[C@@]1(c2ccc(Br)cc2)C[C@@H]2ON=C(c3ccccc3)[C@@H]2C1	7	-6	8	12	7	-5	-5	-2	-1
COc1cc(C(=O)NC2CCN(Cc3nnnn3Cc3ccc(F)cc3)CC2)cc(OC)c1OC	-1	-7	11	2	1	8	2	1	2
COc1ccc(NC(=S)N2CCCN(Cc3cccc(Cl)c3)C2)cc1	1	2	2	0	-3	5	-4	4	-1
Cc1cccc(C)c1OCC(O)CNS(=O)(=O)c1ccccc1C(=O)N1CCCCC1 (stereo not given)	-1	-18	-2	-5	7	1	0	-1	-10
O=C(CCCN1C(=O)c2ccccc2C1=O)N1CCOCC1	-20	-1	1	-6	0	-6	0	-3	5
Cc1ccc2c(c1)C(=O)CC(O)(C(F)(F)F)O2 (stereo not given)	2	-6	-4	9	5	-4	-3	2	1
CC1=CCC2C(=O)N(c3cccc(C(=O)Nc4ccc(Cl)cc4)c3)C(=O)C2C1 (stereo not given)	4	4	-1	3	3	-5	-5	-2	-5
CCOc1ccc(OCC)c(NS(=O)(=O)c2ccc3c(c2)n(C)c(=O)c(=O)n3C)c1	-7	12	0	-6	6	2	-2	-7	3
NC(=O)NC(=O)C(c1ccccc1)N1CCN(S(=O)(=O)Cc2ccccc2)CC1 (stereo not given)	.	9	3	-2	-6	3	1	-1	-3
CC(C)(C)OC(=O)N1CCC(NC(=O)c2[nH]cnc2C(=O)Nc2ccon2)CC1	.	0	0	0	8	3	3	0	-2
Cc1ccc(Nc2c(-c3ccco3)nc3nc(C)cc(C)n23)cc1	1	-10	-7	-4	11	5	0	4	-11
CCC(C)NCCCOc1c(C)cc(C)cc1Br (stereo not given)	-2	-28	2	-12	-1	-2	0	2	11
C=CCn1c(C(C)C)nc2ccccc21	1	0	5	-12	0	-8	1	-9	4
Cc1cc2ncc(C(=O)Nc3ccsc3C(=O)O)c(C)n2n1	11	2	4	4	8	-1	4	0	-3
O=C(Nc1nnc(S(=O)(=O)N2CCOCC2)s1)c1cccc(Br)c1	-2	4	10	3	1	-6	0	0	-13
COc1ccc(C2(O)CCN(CC(=O)Nc3nccs3)CC2)c(OC)c1	4	8	-1	-14	-5	1	1	4	6
O=C1N[C@@H](Cc2ccccc2)C(=O)N2[C@@H]3N(S(=O)(=O)c4ccccc4)c4ccccc4[C@]3(Br)C[C@@H]12	8	-4	-1	14	5	-2	1	3	-6
Cc1c(NCc2cc(Cl)cc(Cl)c2O)c(=O)n(-c2ccccc2)n1C	2	50*	4	4	10	6	-4	-2	2
Cn1c(SCC(=O)Nc2ccccc2F)nc2c(c1=O)SCC2	5	13	-1	-22	12	8	4	-2	2
COc1ccc2oc(=O)c(C(=O)NCc3ccc(F)cc3)cc2c1	4	6	5	-22	1	4	1	-2	5
O=C1C(=O)N(c2ccccn2)C(c2cccc([N+](=O)[O-])c2)/C1=C(/O)c1ccc(Br)cc1 (stereo not given)	14	3	2	14	7	6	-2	5	7
Cc1ccc(S(=O)(=O)NC(C)C(=O)NC2CCCCCC2)cc1 (stereo not given)	7	-4	3	14	1	0	0	0	4
Cc1cc(C(=O)CN2CCCC(C)C2)c(C)n1-c1ccc(F)cc1 (stereo not given)	0	-8	-2	-4	1	5	0	-2	1

Record cards (already shown). Order of screens: EBNA-1 inhibitor	PREPL inhibitor	PAFAH1B2 inh	ZTA counter	PAFAH1B3 inh	LYPLA2 inh	LYPLA1 counter	pPAFAH inh	PAFAH2 FP inh
Entry for CCC(C)NCCCOc1c(C)cc(C)cc1Br (stereo not given) → -2	-28	2	-12	-1	-2	0	2	11
Entry for COc1ccc(C2(O)CCN(CC(=O)Nc3nccs3)CC2)c(OC)c1 → 4	8	-1	-14	-5	1	1	4	6
Entry for CCOc1ccc(OCC)c(NS(=O)(=O)c2ccc3c(c2)n(C)c(=O)c(=O)n3C)c1 → -7	12	0	-6	6	2	-2	-7	3
Entry for NC(=O)NC(=O)C(c1ccccc1)N1CCN(S(=O)(=O)Cc2ccccc2)CC1 (stereo not given) → .	9	3	-2	-6	3	1	-1	-3
Entry for Cc1cc2ncc(C(=O)Nc3ccsc3C(=O)O)c(C)n2n1 → 11	2	4	4	8	-1	4	0	-3

More compounds
SMILES	EBNA-1 inhibitor	PREPL inhibitor	PAFAH1B2 inh	ZTA counter	PAFAH1B3 inh	LYPLA2 inh	LYPLA1 counter	pPAFAH inh	PAFAH2 FP inh
O=C(Nc1cccc([N+](=O)[O-])c1)ONC1=NCCCCC1	-1	4	4	9	2	-1	-2	3	-1
Cc1c(C(=O)OCC(=O)N2CCCC2)cccc1[N+](=O)[O-]	3	13	8	-14	0	11	-3	4	11
CC(Sc1nnc(NC(=O)c2cc3ccccc3oc2=O)s1)c1ccccc1 (stereo not given)	6	-5	8	4	5	1	1	4	2
Cc1ccc(-n2nnnc2SCC(=O)NC2CC2)cc1C	0	18	9	0	13	6	-2	0	-4
CSc1ccc(CN2CCN(C(C)C)C(CCO)C2)cc1 (stereo not given)	13	2	-2	-2	4	6	3	-2	-3
C=CC[C@@H](CC(=O)N(CCO)Cc1ccccc1)C(=O)N[C@H](COC(=O)[C@@H](CC=C)CC(=O)OC(C)(C)C)Cc1c[nH]c2ccccc12	.	9	7	.	11	.	.	8	11
COc1ccc(C(=O)N2N=C(c3cccc(OC)c3)CC2(O)C(F)(F)F)cc1 (stereo not given)	-6	-5	4	-35	11	-5	-5	3	-2
Cc1ccccc1SCC(=O)NNC(=O)c1ccncc1	.	4	5	-3	7	4	5	-2	3
CCOC(=O)c1c(NC(=O)CSc2nnnn2C)sc(C)c1C	2	14	1	1	8	8	3	5	12
O=C(O)C1CCN(C(=O)COc2ccc3c4c(c(=O)oc3c2)CCC4)CC1	1	-12	-5	-3	0	2	-2	2	-5
CC(C)c1ccc(OCc2ccc(C(=O)O)o2)cc1	-7	-17	6	7	5	6	2	2	3
Cn1c(Cl)c(/C=N/OC(=O)c2cccc(Cl)c2)c2ccccc21	10	-4	2	6	8	5	-1	3	-6
Cc1cccc(NC(=O)C2CCN(S(=O)(=O)c3ccc4c(c3)NC(=O)CO4)CC2)c1C	-1	7	3	14	3	13	1	5	4
O=C(NC(=S)NC1CCSC1=O)c1cccc([N+](=O)[O-])c1 (stereo not given)	-10	4	4	-19	6	6	2	2	-1
COc1ccc(C2SCC(=O)N2c2c(C)n(C)n(-c3ccccc3)c2=O)cc1OC (stereo not given)	-4	-1	-4	10	-6	-1	-5	1	-22
COc1ccc(S(=O)(=O)NCC2CCCN(Cc3cn(C)nc3C)C2)cc1 (stereo not given)	-16	1	-1	-11	10	-9	4	-1	3

Screens from PubChem BioAssay.

This is a subset; rates above refer to the full screens.
